Source: PubChem (several laboratories)
Bcl-2 Bim block – disrupts Bim peptide binding to human Bcl-2; Bead-based flow cytometry, Bim peptide-Bcl-2 binding; 0.06% of 190,000 active; P10415; inhibition, % at 10 µM; in the data active = inhibition above about 40%; inconclusive = no clear call, values can overlap the other calls;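 also: 0% = no compound wells with probe peptide and 100% = reference peptide inhibitor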
Target sequence (P10415 whole entry, looked up): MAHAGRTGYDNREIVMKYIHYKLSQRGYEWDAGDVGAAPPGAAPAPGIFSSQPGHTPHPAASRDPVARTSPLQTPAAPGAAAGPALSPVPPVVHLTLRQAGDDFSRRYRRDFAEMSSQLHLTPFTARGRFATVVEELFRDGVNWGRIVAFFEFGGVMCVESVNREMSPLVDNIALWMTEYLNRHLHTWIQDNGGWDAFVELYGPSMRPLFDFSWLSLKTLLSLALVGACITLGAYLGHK
RGS7-Gao – human RGS7-Galphao interaction regulation; Multiplexed bead flow cytometry, RGS7-Galphao binding; actives lie on both sides; AID 1439; P09471; 0.35% of 220,000 active; binding response (% of control), % at 10 µM; in the data active = binding response below about 49% or above about 150%; inconclusive = no clear call, values can overlap the other calls; inactive = in between;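 also: fluorescent Galphao held in activated GDP-AlF4 state binding bead-coupled RGS7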
Target sequence (P09471 whole entry, looked up): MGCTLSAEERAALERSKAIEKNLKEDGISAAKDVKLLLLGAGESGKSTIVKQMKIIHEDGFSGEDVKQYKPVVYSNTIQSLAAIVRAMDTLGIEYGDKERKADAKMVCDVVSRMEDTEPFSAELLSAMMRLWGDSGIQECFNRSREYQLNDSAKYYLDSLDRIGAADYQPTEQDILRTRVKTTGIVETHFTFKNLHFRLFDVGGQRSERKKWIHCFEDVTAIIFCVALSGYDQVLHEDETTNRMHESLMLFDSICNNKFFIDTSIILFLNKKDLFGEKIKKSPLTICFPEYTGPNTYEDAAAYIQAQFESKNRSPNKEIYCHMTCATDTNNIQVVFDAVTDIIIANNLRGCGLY
GSH bead fluor – GSH bead compound fluorescence profile. GSH beads flow cytometry, compound fluorescence 488/530 nm; hits give high values. fluorescence (KMESF) at 10 µM. 0.25% of 190,000 active. AID 1776; in the data active = fluorescence above about 89;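 also: glutathione beads carrying GST-tagged Bcl family fusion proteins plus one bare bead set; values are compound well signal with DMSO vehicle wells as background; inactives centre near 16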
Mcl1-Bid inh – Mcl-1/Bid interaction inhibition; Q07820; inhibition, % at 21.7 µM; TR-FRET Mcl-1/Bid-Dy647 peptide binding, 1536-well; 0.97% of 220,000 active;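 active = compounds that cut the binding signal by more than half at the single screening dose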;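 also: His-tagged Mcl-1 with europium anti-His antibody binding Bid BH3 peptide; 0% = Mcl-1 plus peptide wells and 100% = peptide-only wells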
RGS8-Gao reg – human RGS8-Galphao interaction regulation | P09471 | multiplexed bead flow cytometry, RGS8-Galphao binding; actives lie on both sides | response (percent of control binding), % at 10 µM | 0.34% of 220,000 active | AID 1423; in the data active = response below about 60% or above about 140%; inactive = in between;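 also: Galphao activated as the GDP aluminium fluoride complex binding bead-coupled RGS8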
RGS4-Gao reg – modulates binding of RGS4 to human Galphao; Multiplexed bead flow cytometry; actives lie on both sides; 0.33% of 220,000 active; P09471; binding response (% of control), % at 10 µM; in the data active = binding response below about 49% or above about 150%; inactive = in between;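 also: fluorescent Galphao activated with aluminum fluoride binding bead-coupled RGS4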
Bcl-XL Bim block – human Bim-Bcl-XL interaction inhibition; Bim peptide-Bcl-XL binding, bead flow cytometry, fluorescence; inhibition, % at 10 µM; 0.04% of 190,000 active
Target sequence (Q07817 whole entry, looked up): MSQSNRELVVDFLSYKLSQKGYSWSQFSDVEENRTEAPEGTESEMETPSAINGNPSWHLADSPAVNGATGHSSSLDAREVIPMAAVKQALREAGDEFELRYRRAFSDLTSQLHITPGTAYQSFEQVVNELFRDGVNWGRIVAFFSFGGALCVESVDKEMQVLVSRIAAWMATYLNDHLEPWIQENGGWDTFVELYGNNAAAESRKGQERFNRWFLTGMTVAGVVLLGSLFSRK
Mcl-1 Bim block – inhibitors of Bim-Mcl-1 interaction, human; Q07820; Bead-based flow cytometry, Bim peptide-Mcl-1 binding; inhibition, % at 10 µM; 0.1% of 190,000 active;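 also: 0% = no compound tracer wells and 100% = peptide blocker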
Bim-Bcl-B – disrupts Bim peptide binding to human Bcl-B; inhibition, % at 10 µM; bead-based flow cytometry; Q9HD36; AID 951; 0.073% of 190,000 active;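 also: 0% = tracer peptide without compound and 100% = reference inhibitor peptide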
Target sequence (Q9HD36 whole entry, looked up): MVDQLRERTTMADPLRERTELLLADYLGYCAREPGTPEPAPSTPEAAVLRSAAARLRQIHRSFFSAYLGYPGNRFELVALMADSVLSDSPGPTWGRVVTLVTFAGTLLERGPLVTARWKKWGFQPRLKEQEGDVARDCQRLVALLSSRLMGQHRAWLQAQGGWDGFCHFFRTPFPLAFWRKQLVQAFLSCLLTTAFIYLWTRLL
Bim-Bcl-W – disrupts Bim peptide binding to human Bcl-W; Q92843; bead-based flow cytometry; inhibition, % at 10 µM; 0.02% of 190,000 active; AID 952;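 also: 0% = bound tracer without compound and 100% = peptide blocker; higher means less fluorescent Bim peptide bound to Bcl-W beads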
Bim-Bfl-1 – human Bim-Bfl-1 interaction inhibition. Q16548. Bead-based flow cytometry, Bim-Bfl-1 binding inhibition. inhibition, % at 10 µM. 0.12% of 190,000 active;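 also: 0% = wells without compound plus tracer and 100% = blocker peptide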
Active calls of the source: *; ? = inconclusive; / = no result given. Rule as the data show it, unless noted: active = inhibition above about 40%. Compounds as they come; overall some 1.8% were active at least once.

SMILES	Bcl-2 Bim block	RGS7-Gao	GSH bead fluor	Mcl1-Bid inh	RGS8-Gao reg	RGS4-Gao reg	Bcl-XL Bim block	Mcl-1 Bim block	Bim-Bcl-B	Bim-Bcl-W	Bim-Bfl-1
Cc1cc(C)nc(SCc2nnc(SCc3ccccc3Cl)o2)n1	0	101	20	-1	102	103	3	0	2	2	-1
COc1ccc(C2/C(=C(/O)c3ccc(C)cc3)C(=O)C(=O)N2CC2CCCO2)cc1OC (stereo not drawn)	-2	104	16	-8	104	103	0	0	-4	-1	-9
CC(=O)N1N=C(c2ccc3nccnc3c2)CC1c1ccccc1 (stereo not drawn)	1	101	27	-16	101	103	0	-1	2	0	0
CCOc1ccc(-c2ccc(SCC)nn2)cc1	0	98	12	0	101	101	-1	0	-2	0	-6
COc1ccc(N=C2S/C(=C\c3ccc(C)s3)C(=O)N2CC(C)C)cc1	3	95	10	-32	97	99	0	-2	0	0	-1
CN(C1CCCCC1)S(=O)(=O)c1cccc(C(=O)OCC(=O)NC2CCCc3ccccc32)c1 (stereo not drawn)	0	94	6	-8	96	98	-1	1	2	-1	1
COc1ccc(N(CC(O)Cn2nnc3ccccc32)S(=O)(=O)c2ccc(C)cc2)cc1 (stereo not drawn)	-2	98	11	7	104	98	1	-2	3	0	-1
Cn1ncc(C#N)c1NC(=O)c1cc(-c2ccccc2Cl)on1	-4	89	10	-13	98	88	-1	-1	-2	-3	-2
CCc1nnc(NS(=O)(=O)c2ccc(N3C(=O)C4CC=C(Cl)CC4C3=O)cc2)s1 (stereo not drawn)	0	107	7	-22	105	99	-1	0	2	-1	-2
COc1cccc(C(=O)NCc2ccc3c(c2)cc(C)n3C)c1	-2	102	12	-40	104	102	-4	-3	-8	-3	-1
CC(C)c1ccc(-n2cnn(-c3ncccc3[N+](=O)[O-])c2=O)cc1	-3	97	24	-28	102	99	0	0	-1	0	-5
O=C(Nc1cccc(C(F)(F)F)c1)C1(c2ccccc2)CC1	-1	100	10	-1	100	99	-3	-2	-4	-4	0
O=C(CCNS(=O)(=O)c1ccc2c(c1)CCC(=O)N2)Nc1ccc2c(c1)OCCO2	-13	102	33	12	103	102	-9	-6	-8	-5	-3
O=C(/C=C/c1ccccc1)NNc1ccc(Cl)cc1	-4	?	17	-18	97	96	-3	0	-6	-3	-4
NC(=S)N=Nc1c(O)n(Cc2ccc(F)cc2)c2ccccc12	-8	101	12	-39	103	103	-8	-6	-14	-4	-6
COc1ccc(NC(=O)c2cc(-c3ccco3)on2)cc1	0	89	24	-24	95	94	0	3	3	1	3
CCOCCc1nnc(NC(=O)CN2C(=O)c3ccccc3C2=O)s1	-4	110	23	-4	117	107	-1	2	0	0	0
CCCn1c(SCC(=O)Nc2nonc2C)nnc1-c1ccoc1C	-3	97	11	-14	97	94	-1	-1	-3	-2	-1
Cc1ccc(S(=O)(=O)N/N=C\c2ccccc2OCc2ccccc2)cc1	-5	88	17	-19	83	91	-3	-1	-2	0	-2
Cc1nn(CC(=O)Nc2ccccc2)c(=O)c2ccccc12	-9	99	40	-2	100	99	-14	-6	-11	-3	-19
Cc1cc(N/N=C2\CC(C)CC(C)(C)C2)nc2ccccc12 (stereo not drawn)	-5	100	12	-9	105	104	-5	-3	-10	-6	-12
COc1ccc(NS(=O)(=O)c2cccc(NC(=O)NC3CCCCC3)c2)cc1	-4	101	4	-27	95	101	-7	-5	-3	-2	0
COc1ccc(-c2[nH]c(-c3ccccc3)nc2SCC(=O)NCc2ccco2)cc1OC	-8	101	19	-30	101	102	-3	-2	-10	2	-10
CS(=O)(=O)N1Cc2ccccc2CC1C(=O)OCC(=O)Nc1ccc2ccccc2c1 (stereo not drawn)	-14	88	35	-3	100	76	-11	-4	-13	0	-16
CC(C)CCN1CCN(Cc2cnc(N3CCCC3)s2)CC1CCO (stereo not drawn)	-2	100	18	-45	98	101	0	-1	-2	-3	-5
COc1ccc(C(C(=O)NC2CCCC2)N(C(=O)c2snc(-c3ccc(F)cc3)c2N)c2ccc(OC)cc2)cc1 (stereo not drawn)	-1	96	8	-40	97	104	0	1	0	-1	-1
O=C(Nc1sc2c(c1C(=O)O)CCC2)c1ccco1	-3	100	63	-50	108	105	-4	0	-6	5	-11
O=C1CSC(c2cccc(F)c2)N1c1ccc(O)cc1 (stereo not drawn)	-1	107	30	-9	97	102	1	-4	3	-2	-5
CN(C(=O)c1cccnc1)c1nc(-c2ccccc2)cs1	-5	98	16	1	101	101	-2	0	-5	-5	1
CN1CCc2nc(SCC(=O)Nc3ccc(Cl)cc3)c(C#N)cc2C1	-9	106	23	-12	115	107	-10	-12	-6	-9	-5
CC(C(=O)NCCC1=CCCCC1)c1ccc([N+](=O)[O-])cc1 (stereo not drawn)	0	?	13	5	100	102	-5	-2	-6	-3	-2
O=C(CCCNC(=O)/C(=C/c1ccccc1F)NC(=O)c1ccccc1)OCc1ccccc1	0	101	9	-1	101	95	0	-4	-1	-1	8
CCCn1cnc2cc(NCc3cccc(OC)c3)ccc21	-9	98	25	-35	99	101	-6	-1	-10	-3	-7
CCOC(=O)c1sc(-c2ccc(OC)cc2)cc1N	0	101	15	-14	99	104	-2	-3	-3	0	0
Cc1ccc(CN2CCN(C(=O)C3CCCO3)CC2)cc1 (stereo not drawn)	-5	101	50	-21	101	100	-13	1	-7	4	-9
N#CCC(=O)N/N=C/c1ccccc1Cl	-3	101	17	-16	105	103	1	0	-2	-1	-2

Entries of single compounds, quoted from the list:
Listed for Cc1ccc(CN2CCN(C(=O)C3CCCO3)CC2)cc1 (stereo not drawn) : Bcl-2 Bim block: -5; RGS7-Gao: 101; GSH bead fluor: 50; Mcl1-Bid inh: -21; RGS8-Gao reg: 101; RGS4-Gao reg: 100; Bcl-XL Bim block: -13; Mcl-1 Bim block: 1; Bim-Bcl-B: -7; Bim-Bcl-W: 4; Bim-Bfl-1: -9
Listed for O=C(Nc1sc2c(c1C(=O)O)CCC2)c1ccco1 : Bcl-2 Bim block: -3; RGS7-Gao: 100; GSH bead fluor: 63; Mcl1-Bid inh: -50; RGS8-Gao reg: 108; RGS4-Gao reg: 105; Bcl-XL Bim block: -4; Mcl-1 Bim block: 0; Bim-Bcl-B: -6; Bim-Bcl-W: 5; Bim-Bfl-1: -11
Listed for CC(C)CCN1CCN(Cc2cnc(N3CCCC3)s2)CC1CCO (stereo not drawn) : Bcl-2 Bim block: -2; RGS7-Gao: 100; GSH bead fluor: 18; Mcl1-Bid inh: -45; RGS8-Gao reg: 98; RGS4-Gao reg: 101; Bcl-XL Bim block: 0; Mcl-1 Bim block: -1; Bim-Bcl-B: -2; Bim-Bcl-W: -3; Bim-Bfl-1: -5

New compounds follow
SMILES	Bcl-2 Bim block	RGS7-Gao	GSH bead fluor	Mcl1-Bid inh	RGS8-Gao reg	RGS4-Gao reg	Bcl-XL Bim block	Mcl-1 Bim block	Bim-Bcl-B	Bim-Bcl-W	Bim-Bfl-1
O=C(CSc1nc2ccccc2s1)N1c2ccccc2Sc2ccc(Cl)cc21	-2	110	20	-9	113	112	0	1	-1	-1	-2
COC(=O)c1ccsc1NC(=O)C1=COCCO1	-3	96	26	-9	98	97	0	1	-3	1	-2
Cc1csc(SCC(=O)NC(C)c2ccccc2)n1 (stereo not drawn)	-1	93	9	-34	100	99	1	5	-1	-1	-2
COc1ccc(/C=C2/SC(=O)NC2=O)cc1	0	104	12	-5	108	105	0	0	-4	0	-7
Cc1cc2n(n1)C(c1cccs1)Nc1ccccc1-2 (stereo not drawn)	-4	100	14	-38	98	91	2	1	-4	-2	-6
COc1ccccc1-n1cnc2c(c1=O)c1nc3ccccc3nc1n2-c1ccc(C)cc1	-5	97	9	15	98	99	-4	-1	-14	-3	-4
COc1ccccc1N1CCN(CC(=O)N2N=CCC2c2ccccc2)CC1 (stereo not drawn)	-5	101	15	-23	101	106	-6	-3	-3	-1	-4
COc1ccc(S(=O)(=O)NC(N)=NCCc2ccccc2)cc1	-2	101	20	-25	100	100	-3	0	-6	-1	-7
Cc1ccc(C2=C(c3ccc([N+](=O)[O-])cc3)C(=O)OC2)cc1C	-4	?	10	9	96	98	1	0	-7	1	-4
Cc1ccc(-n2nnnc2SCn2nnc3ccccc3c2=O)c(C)c1	-8	96	27	-9	100	99	-4	-3	-5	-1	-14
Cc1nc(NC(=O)/C=C/c2ccco2)sc1C	0	99	6	-16	103	102	-4	-2	-4	0	3
COCCn1c(=NC(=O)c2ccc(S(=O)(=O)N3CCc4ccccc4C3)cc2)sc2cc(OC)ccc21	-11	99	5	-57	100	101	-8	-12	-43	-10	-4
Cc1cccc(N2CCN(C3=NC(=O)C(Cc4ccccc4)S3)CC2)c1 (stereo not drawn)	-5	101	14	-44	99	99	-8	-3	-7	-3	-4
Cc1ccnc(N2CCC(C(=O)NCc3ccc4c(c3)OCO4)CC2)n1	-10	98	4	5	99	96	-3	-3	-7	-5	-12
O=C(CSc1nncs1)NC1CCCc2ccccc21 (stereo not drawn)	-2	104	19	-4	103	105	-1	1	-2	-2	-4
O=C(O)CCCC(=O)NCc1ccccn1	0	104	13	-3	100	101	0	1	-1	-1	0
Cc1cccc(C2CC(c3ccc(F)cc3)Nc3nc(N)nn32)c1 (stereo not drawn)	-2	101	25	-28	99	100	0	0	-4	3	-5
CC(C)CC(=O)Nc1ccc(N2CCOCC2)cc1	0	100	13	-23	99	100	-2	-1	0	0	-3
CC1(C)N([O-])C(c2ccccc2)=C[N+](=O)C1(C)C	0	100	5	-20	95	100	-2	1	-1	5	-8
O=C(/C=C/c1ccc(-c2ccccc2)o1)c1ccccc1	20	98	6	-32	96	97	19	6	1	19	8
O=S(=O)(c1cc(F)cc(F)c1)N1CCN(c2ncccn2)CC1	-9	99	51	-26	100	96	7	-2	-8	0	-17
N#Cc1c(-c2ccccc2)nc(N2CCOCC2)[nH]c1=O	-3	103	/	10	107	107	-2	-1	/	-4	-3
CCc1ccccc1NC(=O)CSc1nnc(-c2ccco2)n1N	3	100	34	-16	97	100	6	0	0	-1	2
CC(=O)c1cccc(S(=O)(=O)NC2CCCCCC2)c1	-7	102	11	-13	100	98	-3	-1	-6	-2	-11
S=C(Nc1ccc(Br)cc1)N1CCn2cccc2C1c1cccnc1 (stereo not drawn)	-2	96	11	-38	98	95	-6	-1	-10	-1	-2
COc1ccc(C(=O)NNC2=CC(=O)CC(C)(C)C2)cc1OC	1	105	26	7	105	108	-2	1	0	0	1
O=C(CCC1CCCCC1)Nc1c2c(nn1-c1ccc(F)cc1)CS(=O)(=O)C2	-2	104	16	-10	102	100	0	0	0	-2	0
O=C(NC1=NCCS1)c1ccc(Cl)c(S(=O)(=O)N2CCCCC2)c1	-4	104	14	3	106	103	0	-2	-2	-1	0
Cc1cc2cc(CCNC(=O)c3ccc(Br)o3)c(=O)[nH]c2cc1C	-8	92	23	-11	95	92	-10	-2	-9	0	-15
CCCSc1nsc(NC(=O)CCC)n1	-3	101	15	1	100	101	-2	-3	-6	-1	-6
FC(F)(F)c1ccccc1NC(=S)N1CCc2ccccc2C1	-2	103	26	-32	104	104	-1	-4	-8	1	-8
Cc1ccsc1/C=C1\CCc2ccccc2C1=O	-9	101	41	-22	102	103	-2	-1	-4	-2	-11
Nc1n[nH]c(-c2cccc([N+](=O)[O-])c2)n1	-9	103	10	-15	104	99	-7	-5	-11	-5	-9
c1ccc(-c2cnc(CSc3ncnc4sccc34)o2)cc1	3	105	25	-6	100	99	-3	-2	-7	-2	1
